Assay outcomes deposited in PubChem BioAssay by National Center for Advancing Translational Sciences (NCATS).
Pf growth 48h = Primary qHTS for delayed death inhibitors of the malarial parasite plastid, 48 hour incubation; Potency, µM (highest dose often 28.7 µM), for inactives: at the highest dose activity change, negative = inhibition, usual class: inhibitors; 310,000 compounds, 5.9% hits; P. falciparum luciferase growth in erythrocytes, 48 h; AID 504832, 2011; also: potency is read from the fitted curve at half-maximal effect; % is scaled to controls: 0 for no effect and ±100 for the full control effect
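Luminescence readout; reporter = integrated firefly luciferase in P. falciparum. RBC culture at 2% hematocrit, 0.1% parasitemia final, 37 C/5% CO2; decreased signal taken as growth inhibition.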
FBPA Giardia inh = qHTS Assay for Inhibitors of Fructose-1,6-bisphosphate Aldolase from Giardia Lamblia | A8B2U2 | purified Giardia FBPA | Potency, µM (highest dose often 59.6 µM), for inactives: at the top dose activity, negative = inhibition, actives largely listed as inhibitors | 290,000 compounds, 0.71% hits | AID 2451, 2010; also: potency is read from the fitted curve at half-maximal effect; % is scaled to controls: 0 for no effect and ±100 for the full control effect; nearly all actives have a fitted effect of over 55% in size
Target sequence (A8B2U2 whole entry, looked up): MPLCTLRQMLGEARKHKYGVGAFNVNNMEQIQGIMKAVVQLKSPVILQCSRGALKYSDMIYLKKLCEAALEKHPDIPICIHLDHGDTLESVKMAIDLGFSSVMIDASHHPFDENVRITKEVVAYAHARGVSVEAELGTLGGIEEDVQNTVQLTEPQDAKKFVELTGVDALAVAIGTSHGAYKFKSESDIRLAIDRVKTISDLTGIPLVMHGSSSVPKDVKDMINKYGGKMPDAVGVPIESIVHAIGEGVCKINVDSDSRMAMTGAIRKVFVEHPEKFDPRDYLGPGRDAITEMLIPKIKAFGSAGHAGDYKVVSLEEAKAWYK
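40 nM FBPA preincubated 10 min at RT with compound (up to 57.5 uM final), then substrate plus GAPDH/TPI/NAD/arsenate coupling and diaphorase/resazurin added. Fluorescence read after 20 min at RT, 525/598 nm.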
Pf growth 96h = Primary qHTS for delayed death inhibitors of the malarial parasite plastid, 96 hour incubation | P. falciparum luciferase reporter growth, 96 h | Potency, µM (doses to about 28.7 µM), for the others: at the highest dose activity change, negative = inhibition, usual class: inhibitors | 320,000 compounds, 6.9% hits | AID 504834, 2011; also: potency is read from the fitted curve at half-maximal effect; % is scaled to controls: 0 for no effect and ±100 for the full control effect
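Delayed-death screen, second-generation endpoint: infected erythrocytes, 2% hematocrit, 0.05% parasitemia final; 96 hours at 37 C, 5% CO2; luciferase detection reagent; luminescence decrease equals reduced growth.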
Shiga toxin inh = A qHTS for Small Molecule Inhibitors of Shiga Toxin; AID 2315, 2010; inhibition, % at 38.7 µM; Vero cells, Shiga toxin protein synthesis inhibition reporter; 290,000 compounds, 9.2% hits; in the data active = inhibition mostly above about 28%, no sharp cut-off; inactive = mostly below about 43%; also: 0% is about no effect
Cycloheximide cs = Cycloheximide Counterscreen for Small Molecule Inhibitors of Shiga Toxin; cell reporter, cycloheximide protein synthesis inhibition counterscreen; 300,000 compounds, 12% hits; max response, %; in the data active = max response mostly above about 13%, no sharp cut-off; inactive = mostly below about 14%; also: read at 38.3 µM for the half of the compounds with a filed dose; 0% is about no effect
Sm TGR block = qHTS Assay for the Inhibitors of Schistosoma Mansoni Peroxiredoxins. purified TGR, DTNB reduction, TNB absorbance 405 nm. Potency, µM (series often up to 114 µM), for inactives: at the top dose activity change, negative = inhibition, hits mostly inhibitors. 360,000 compounds, 3% hits; also: potency is read from the fitted curve at half-maximal effect; % is scaled to controls: 0 for no effect and ±100 for the full control effect; nearly all actives have a fitted effect of over 60% in size
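TGR 20 nM + NADPH 100 uM (dispensed conc.), cpd preinc 15 min RT; start with NADPH (500 uM addition) then DTNB (15 mM addition). Kinetic TNB absorbance, 405 nm filter. Four-parameter Hill fit across titration.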
Starred values were filed as active, the others as inactive; [ ] = remark or other dose. Unless noted, calls follow the shape of the dose curve; as a rule, active = well fitted curve in the direction sought with a large enough effect; inconclusive = small, poorly fitted or top-dose-only effect, or another doubt; inactive = no such curve, though single readings can be large; an effect the other way counts as inactive or inconclusive.

`CC(=O)n1nc(-c2ccco2)nc1SCc1ccccc1` gave Pf growth 48h 23%, FBPA Giardia inh -20%, Pf growth 96h inconclusive, Shiga toxin inh 36, Cycloheximide cs 19* and Sm TGR block 32µM*.
`COc1cc(CCC(=O)OCC(=O)Nc2cccc(S(N)(=O)=O)c2)cc(OC)c1OC` gave Pf growth 48h 6%, FBPA Giardia inh 17%, Pf growth 96h 4%, Shiga toxin inh -4, Cycloheximide cs -4 and Sm TGR block 6%.
`CCN(CC)S(=O)(=O)c1ccc(Cl)c(C(=O)N2CCc3ccccc32)c1` gave Pf growth 48h inconclusive, FBPA Giardia inh -3%, Shiga toxin inh -5, Cycloheximide cs -4 and Sm TGR block -16%.
For CC(=O)OCC1OC(Nc2cccc(C)c2)C(OC(C)=O)C(OC(C)=O)C1OC(C)=O (stereo unspecified) the results were Pf growth 48h -5%, FBPA Giardia inh 4%, Pf growth 96h -23%, Shiga toxin inh -4, Cycloheximide cs 1 and Sm TGR block 6%.
`CCOc1cc(/C=N\Nc2ncc(F)c(N3CCOCC3)n2)ccc1Oc1nc(Cl)ncc1F` gave Pf growth 48h 1.7µM*, FBPA Giardia inh -1%, Pf growth 96h 1.9µM*, Shiga toxin inh 100*, Cycloheximide cs 42* and Sm TGR block 6%.
COc1ccc(CN(C)Cc2cc(=O)n3ccsc3n2)c(OC)c1OC was read as Pf growth 48h 174%[activator], FBPA Giardia inh -5%, Pf growth 96h inconclusive, Shiga toxin inh -6, Cycloheximide cs -1 and Sm TGR block 0%.
For COc1ccc(/C=N/NC(=O)c2ccc(N(C)S(=O)(=O)c3ccccc3)cc2)cc1OC the results were Pf growth 48h -4%, FBPA Giardia inh -8%, Pf growth 96h 24%, Shiga toxin inh 10, Cycloheximide cs 0 and Sm TGR block 1%.
O=C(CCC(=O)N1CCN(c2ccc(C(F)(F)F)cn2)CC1)c1cccs1 was read as Pf growth 48h -21%, Pf growth 96h -13% and Sm TGR block -18%.
For COC(=O)C1=C(C)N(C)C(C)=C(C(=O)OC)C1c1ccsc1 the results were Pf growth 48h inconclusive, FBPA Giardia inh 0%, Pf growth 96h 13%, Shiga toxin inh -16, Cycloheximide cs -3 and Sm TGR block inconclusive.
`CCOc1ccc(/C=C/C(=O)Nc2cccc(C(C)=O)c2)cc1` gave Pf growth 48h 123%[activator], FBPA Giardia inh -7%, Pf growth 96h inconclusive, Shiga toxin inh 64*, Cycloheximide cs 27* and Sm TGR block -6%.
`Cc1c(C(=O)NCc2ccoc2)oc2ccc3c(c12)C(=O)CC(C)(C)O3` gave Pf growth 48h 69%[activator], FBPA Giardia inh 3%, Pf growth 96h 20%, Shiga toxin inh 119*, Cycloheximide cs 61* and Sm TGR block inconclusive.
O=C(c1cc(Cl)ccc1OCc1ccccc1)N1CCOCC1 was read as Pf growth 48h 31%[activator], FBPA Giardia inh 12%, Pf growth 96h 9%, Shiga toxin inh 26, Cycloheximide cs 20* and Sm TGR block -7%.
Cc1cc2oc(=O)cc(Cn3ncc(Cl)c(Cl)c3=O)c2cc1Cl was read as Pf growth 48h inconclusive, FBPA Giardia inh 3%, Pf growth 96h inconclusive, Shiga toxin inh 8, Cycloheximide cs -2 and Sm TGR block 3.5µM*.
For CCN(CC(=O)NCc1ccc(Cl)cc1)C(=O)C(C)Sc1ccccc1 (stereo unspecified) the results were Pf growth 48h -1%, FBPA Giardia inh 1%, Pf growth 96h 2%, Shiga toxin inh -8, Cycloheximide cs -3 and Sm TGR block 3%.
For COc1ccc(CNC(=O)CN(C(=O)c2snc(C(N)=O)c2N)c2ccc(OC)c(OC)c2)cc1 the results were Pf growth 48h -18%, FBPA Giardia inh -1%, Pf growth 96h inconclusive, Shiga toxin inh -5, Cycloheximide cs -6 and Sm TGR block 11%.
For O=S(=O)(Nc1nc2ccccc2nc1-[n+]1cccc(N=C([O-])c2ccc(Cl)cc2)c1)c1ccccc1 the results were Pf growth 48h inconclusive, FBPA Giardia inh -8%, Pf growth 96h 8.3µM*, Shiga toxin inh -4, Cycloheximide cs 7 and Sm TGR block -14%.
For CNC(=O)COC(=O)c1cc(-c2ccccc2)nn1-c1ccccc1 the results were Pf growth 48h 16%, FBPA Giardia inh 1%, Pf growth 96h 0%, Shiga toxin inh -7, Cycloheximide cs -5 and Sm TGR block 3%.
For COc1ccccc1C(=O)NCc1nnc(SCC(=O)Nc2nccs2)n1C the results were Pf growth 48h -16%, FBPA Giardia inh -15%, Pf growth 96h inconclusive, Shiga toxin inh -19, Cycloheximide cs -5 and Sm TGR block -5%.
`O=C(c1ccc(Cl)cc1)N(Cc1ccco1)C1CCS(=O)(=O)C1` (stereo unspecified) gave Pf growth 48h 2%, FBPA Giardia inh 16%, Pf growth 96h 7%, Shiga toxin inh -6, Cycloheximide cs -4 and Sm TGR block 0%.
Screening CC(C)CC(=O)c1c[nH]c(C(=O)NCC2CCCO2)c1 (stereo unspecified) returned Pf growth 48h 30%[activator], FBPA Giardia inh 7%, Pf growth 96h 2%, Shiga toxin inh -5, Cycloheximide cs 11 and Sm TGR block 0%.
CCOC(=O)Nc1sc(C(=O)N(CC)CC)c(C)c1C(=O)OCC was read as Pf growth 48h inconclusive, FBPA Giardia inh 2%, Pf growth 96h inconclusive, Shiga toxin inh -4, Cycloheximide cs 1 and Sm TGR block 10%.
Screening CCc1ccccc1N1CC23C=CC(O2)C(C(=O)OC)C3C1=O (stereo unspecified) returned FBPA Giardia inh 1%, Pf growth 96h inconclusive, Shiga toxin inh 14, Cycloheximide cs -1 and Sm TGR block 3%.
Cc1ccc(CNC(=O)c2ccc(NS(=O)(=O)c3cccs3)cc2)cc1 was read as Pf growth 48h 20%, FBPA Giardia inh -2%, Pf growth 96h 4%, Shiga toxin inh -3, Cycloheximide cs -4 and Sm TGR block 8%.
For CC(C)=CC(=O)OCC(=O)Nc1cc(C)cc(C)c1 the results were Pf growth 48h 32%[5.75 µM], FBPA Giardia inh -4%, Pf growth 96h -17%, Shiga toxin inh 8, Cycloheximide cs 11 and Sm TGR block 0%.

The list goes on; the last three above are carried over.
Screening CCc1ccccc1N1CC23C=CC(O2)C(C(=O)OC)C3C1=O (stereo unspecified) returned FBPA Giardia inh 1%, Pf growth 96h inconclusive, Shiga toxin inh 14, Cycloheximide cs -1 and Sm TGR block 3%.
Cc1ccc(CNC(=O)c2ccc(NS(=O)(=O)c3cccs3)cc2)cc1 was read as Pf growth 48h 20%, FBPA Giardia inh -2%, Pf growth 96h 4%, Shiga toxin inh -3, Cycloheximide cs -4 and Sm TGR block 8%.
For CC(C)=CC(=O)OCC(=O)Nc1cc(C)cc(C)c1 the results were Pf growth 48h 32%[5.75 µM], FBPA Giardia inh -4%, Pf growth 96h -17%, Shiga toxin inh 8, Cycloheximide cs 11 and Sm TGR block 0%.
Screening O=C(Nc1cccc(Cl)c1)C1CCCN(C2=NS(=O)(=O)c3ccccc32)C1 (stereo unspecified) returned Pf growth 48h inconclusive, Pf growth 96h -23% and Sm TGR block -5%.
CC(C)c1nnc(NC(=O)CCC(=O)N2CCN(c3ccc(F)cc3)CC2)s1 was read as Pf growth 48h -4%, Pf growth 96h inconclusive, Shiga toxin inh -5, Cycloheximide cs -7 and Sm TGR block -1%.
`c1nnc(NC2=NCCC2)s1` gave FBPA Giardia inh -2%, Pf growth 96h -9%, Shiga toxin inh -14, Cycloheximide cs -1 and Sm TGR block -19%.
For CCn1c(CNS(=O)(=O)c2ccc(Br)cc2)n[nH]c1=S the results were Pf growth 48h 29%, Pf growth 96h 5%, Shiga toxin inh 4, Cycloheximide cs -2 and Sm TGR block -15%.
For OC(c1ccccc1)(c1ccccc1)c1ccncc1 the results were Pf growth 48h -2%, FBPA Giardia inh 3%, Pf growth 96h -11%, Shiga toxin inh -10, Cycloheximide cs 12 and Sm TGR block 4%.
`Cc1cc(NC(=O)c2cccs2)ccc1NC(=O)Cc1ccccc1` gave Pf growth 48h -15%[5.75 µM], FBPA Giardia inh 5%, Pf growth 96h -1%, Shiga toxin inh 11, Cycloheximide cs 4 and Sm TGR block 8%.
`COc1ccc(Cl)cc1C(=O)NNC(=S)NC(=O)/C=C/c1ccco1` gave Pf growth 48h 21%, FBPA Giardia inh 19%, Pf growth 96h 3%, Shiga toxin inh -2, Cycloheximide cs 1 and Sm TGR block -29%.
`CCCn1c(C)c(C(=O)c2cccc3ccccc23)c2ccccc21` gave Pf growth 48h inconclusive, FBPA Giardia inh -18%, Pf growth 96h -7% and Sm TGR block 0%.
COCc1nnc(NC(=O)c2ccccc2[N+](=O)[O-])s1 was read as Pf growth 48h 16%, FBPA Giardia inh 0%, Pf growth 96h 33%[activator], Shiga toxin inh -10, Cycloheximide cs 0 and Sm TGR block -8%.
CN1CCN(C(=O)c2cccc(NS(=O)(=O)c3ccc(Br)cc3)c2)CC1 was read as Pf growth 48h -10%, Pf growth 96h 2% and Sm TGR block 0%.
For Cc1cc(C)n(-c2ccn(Cc3ccc(Cl)cc3Cl)c(=O)n2)n1 the results were Pf growth 48h inconclusive, FBPA Giardia inh 8%, Pf growth 96h inconclusive, Shiga toxin inh -5, Cycloheximide cs 1 and Sm TGR block 2%.
For Cc1cc(C)c2c(n1)nn1c(N3CCN(Cc4ccccc4)CC3)cc(C)nc21 the results were Pf growth 48h -16%, FBPA Giardia inh 7%, Shiga toxin inh 16, Cycloheximide cs -4 and Sm TGR block inconclusive.
CCc1noc(C)c1C(=O)Nc1ccc(C(F)(F)F)cc1 was read as Pf growth 48h -1%, Pf growth 96h 37%[activator], Shiga toxin inh -17, Cycloheximide cs -4 and Sm TGR block 6%.
For COCCCN1C(=O)C(=O)/C(=C(/O)c2ccc(OC(C)C)cc2)C1c1ccncc1 (stereo unspecified) the results were Pf growth 48h -17%, FBPA Giardia inh 6%, Pf growth 96h -2%, Shiga toxin inh -13, Cycloheximide cs -2 and Sm TGR block -13%.
Screening Cc1cccc(N(CC(=O)N2CCN(c3ccc(F)cc3)CC2)S(C)(=O)=O)c1C returned Pf growth 48h 5%, FBPA Giardia inh 1%, Pf growth 96h 10%, Shiga toxin inh 21, Cycloheximide cs -3 and Sm TGR block -3%.
For Cc1cccc(-n2c(-c3ccco3)nc3ccccc3c2=O)c1C the results were Pf growth 48h -19%, FBPA Giardia inh 14%, Pf growth 96h inconclusive, Shiga toxin inh -5, Cycloheximide cs 3 and Sm TGR block -35%.
`N#CC1(P(=O)(c2ccccc2)c2ccccc2)CC1` gave Pf growth 48h 4%, FBPA Giardia inh 7%, Pf growth 96h inconclusive, Shiga toxin inh 15, Cycloheximide cs -3 and Sm TGR block -2%.
Cc1onc(-c2c(F)cccc2Cl)c1C(=O)Nc1nnc(-c2ccccc2)s1 was read as FBPA Giardia inh 11%, Pf growth 96h inconclusive, Shiga toxin inh -15, Cycloheximide cs -2 and Sm TGR block -19%.
`Cc1ccc(C(=O)NNC(=O)c2ccccc2-n2cccc2)cc1` gave Pf growth 48h 0%, FBPA Giardia inh -1%, Pf growth 96h inconclusive, Shiga toxin inh -4, Cycloheximide cs 4 and Sm TGR block 1%.
For CCOC(=O)N1CCN(C(=S)NC(=O)C2CCCC2)CC1 the results were Pf growth 48h 4%, FBPA Giardia inh 6%, Pf growth 96h 46%[activator], Shiga toxin inh -1, Cycloheximide cs -1 and Sm TGR block -5%.
`Cc1nc(Nc2ccc(F)cc2)nc(Nc2ccc(F)cc2)c1[N+](=O)[O-]` gave Pf growth 48h inconclusive, FBPA Giardia inh 7%, Pf growth 96h -14%, Shiga toxin inh 5, Cycloheximide cs -1 and Sm TGR block 20%.
